PTHR1 agonist = qHTS for PTHR1 Agonists: Primary Screen | Parathyroid hormone/parathyroid hormone-related peptide receptor (Homo sapiens), Q03431 | HEK293 GP2 PTHR1 cells, GloSensor cAMP luminescence, 1 h | Potency, µM (doses to about 115 µM), without a hit: top-dose activation, hits mostly activators | 0.075% of 410,000 active | AID 743266, 2014; also: nearly all actives have a fitted effect of over 55% in size; some results filed as inactive show a strong effect at the top dose; inactives centre near -15; many of its hits are not listed in these tables
Target sequence (Q03431 whole entry, looked up): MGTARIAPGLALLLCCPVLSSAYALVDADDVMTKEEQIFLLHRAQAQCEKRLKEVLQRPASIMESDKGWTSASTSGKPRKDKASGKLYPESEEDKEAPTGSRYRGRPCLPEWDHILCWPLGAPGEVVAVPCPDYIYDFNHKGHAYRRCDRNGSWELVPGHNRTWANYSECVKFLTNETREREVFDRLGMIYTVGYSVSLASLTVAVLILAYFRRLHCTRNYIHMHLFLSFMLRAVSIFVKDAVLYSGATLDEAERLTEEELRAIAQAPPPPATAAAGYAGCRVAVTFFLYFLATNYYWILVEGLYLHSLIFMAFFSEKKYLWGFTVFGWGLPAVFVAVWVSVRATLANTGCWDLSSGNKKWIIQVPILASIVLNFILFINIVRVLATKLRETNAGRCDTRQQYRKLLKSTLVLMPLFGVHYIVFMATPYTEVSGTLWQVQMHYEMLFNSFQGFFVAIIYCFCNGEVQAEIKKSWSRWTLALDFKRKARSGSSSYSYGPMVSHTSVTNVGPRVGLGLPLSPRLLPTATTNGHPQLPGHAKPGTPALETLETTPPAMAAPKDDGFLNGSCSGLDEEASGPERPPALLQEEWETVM
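HEK-293-derived GP2 cells expressing PTHR1 and a GloSensor cAMP reporter, 3,000/well, plated overnight, given luciferin plus IBMX (each 0.5 mM as added) for 1 h at 37 °C, then compound for 1 h at 37 °C. Luminescence was read after 15 min at room temperature.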
EPAC1 antagonist = qHTS for Antagonist of cAMP-regulated guanine nucleotide exchange factor 3 (EPAC1): primary screen; Rap guanine nucleotide exchange factor 3 (Homo sapiens), O95398; EPAC1 GEF assay, Rap1b-BODIPY-GDP exchange fluorescence; Potency, µM (titrated, usually from 115 µM), inactives show at the top dose activity change, negative = inhibition, hits mostly inhibitors; 0.14% of 360,000 active;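 also: plate controls were vehicle for no effect and positive control for full effect; nearly all actives have a fitted effect of over 50% in size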
aSyn yeast inh = qHTS of alpha-syn Inhibitors | Yeast expressing alpha-synuclein, growth rescue, BacTiter-Glo, 24 h | AID 652106, 2013 | 0.14% of 370,000 active | Potency, µM (highest dose often 46.1 µM), inactives show at the top dose growth rescue (activation), hits mostly activators; also: % of control where 0% means no effect; nearly all actives have a fitted effect of over 65% in size
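Readout is rescue of growth in alpha-synuclein-expressing yeast, so inhibitors of toxicity appear as activators. Growth after 24 hr at 30 deg C in galactose medium is quantified by luminescence.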
EPAC1 ag = qHTS for Agonist of cAMP-regulated guanine nucleotide exchange factor 3 (EPAC1): primary screen; EPAC1 agonist qHTS, biochemical assay; response scale: 100% = response to 6.5 mM cAMP; Potency, µM (titrated, usually from 154 µM), inactives show top-dose activation, most hits filed as activators; 0.073% of 360,000 active; AID 720707, 2013; also: nearly all actives have a fitted effect of over 60% in size
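Multi-concentration qHTS readout: loss of Rap1B-bound BODIPY-GDP fluorescence driven by 100 nM EPAC1 with excess GDP (50 uM), monitored kinetically at room temperature; agonist response expressed relative to 6.5 mM cAMP.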
EPAC2 antagonist = qHTS for Antagonist of cAMP-regulated guanine nucleotide exchange factor 2 (EPAC2): primary screen. Rap guanine nucleotide exchange factor 4 (Homo sapiens), Q8WZA2. EPAC2 GEF exchange of Rap1B-BODIPY-GDP, fluorescence. Potency, µM (titrated, usually from 114 µM), without a hit: at the top dose activity, negative = inhibition, usual class: inhibitors. 0.18% of 360,000 active; also: % is scaled to controls: 0 for no effect and ±100 for the full control effect; nearly all actives have a fitted effect of over 45% in size; many of its hits are not listed in these tables
FUS yeast rescue = qHTS for Suppressors of FUS Proteinopathy: Primary screen using FUS-linked yeast assay; 0.24% of 390,000 active; AID 1347120, 2019; Potency, µM (titrated, usually from 76.6 µM), inactives show at the top dose growth rescue (activation), usual class: activators; S. cerevisiae FUS-expressing, growth rescue, OD600, 24 h;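 also: plate controls were DMSO vehicle for no effect and reference control for full effect; nearly all actives have a fitted effect of over 55% in size; some results filed as inactive show a strong effect at the top dose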
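Cultures pregrown in 2.5% raffinose medium are shifted to minimal medium containing 2% galactose to express toxic FUS. Compounds are tested at several concentrations. After 24hr at 30C, growth is quantified at 600 nm absorbance.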
EPAC2 agonist = qHTS for Agonist of cAMP-regulated guanine nucleotide exchange factor 4 (EPAC2): primary screen. EPAC2 activation, biochemical qHTS; response scale: 100% = 6.5 mM cAMP response. Potency, µM (titrated, usually from 154 µM), without a hit: at the highest dose activation, most hits filed as activators. Rap guanine nucleotide exchange factor 4 (Homo sapiens), Q8WZA2. 0.079% of 360,000 active; also: nearly all actives have a fitted effect of over 50% in size
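qHTS, titration series. 100 nM EPAC2 / 250 nM Rap1B-BODIPY-GDP / 50 uM GDP; RT; ex 480/em 540 nm, 5-min reads to 30 min. Norm. to 6.5 mM cAMP = activation.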
TDP43 rescue = qHTS of TDP-43 Inhibitors. TDP-43 expressing yeast growth rescue, BacTiter-Glo, 24 h. Potency, µM (highest dose often 46.1 µM), without a hit: at the highest dose growth rescue (activation), actives largely listed as activators. 1.8% of 410,000 active. AID 652104, 2013; also: % of control where 0% means no effect; nearly all actives have a fitted effect of over 50% in size
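In this qHTS, compounds that restore growth of yeast expressing TDP-43 appear as activators. Cells (OD600=0.02, galactose medium, raffinose-pregrown) are incubated with compound 24 hr at 30 deg C and growth is quantified by BacTiter-Glo.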
Starred values were filed as active, the others as inactive; i = inactive; u = inconclusive; x = not tested or not shown; & = joins results of further samples; [ ] = dose if it differs, or a comment. Calls follow the shape of the dose curve; as a rule, active = well fitted curve in the direction sought with a large enough effect; inconclusive = small, poorly fitted or top-dose-only effect, or another doubt; inactive = no such curve, though single readings can be large; an effect the other way counts as inactive or inconclusive. Potency is read from the fitted curve at half-maximal effect.

SMILES	PTHR1 agonist	EPAC1 antagonist	aSyn yeast inh	EPAC1 ag	EPAC2 antagonist	FUS yeast rescue	EPAC2 agonist	TDP43 rescue
Cc1[nH]c(=O)[nH]c(=O)c1S(=O)(=O)N1CCCC(C(=O)N2CCN(c3ccccc3Cl)CC2)C1 (configuration not stated)	i	6%	0%	16%	-5%	1%	10%	9%
COC(=O)COC(=O)c1ccccc1NC(=O)c1ccccc1	-33%[inhibitor]	2%	-35%[inhibitor]	7%	-11%	-2%	10%	-38%[inhibitor]
O=C(c1ccccc1)C1(c2ccccc2)OC1c1ccccc1 (configuration not stated)	-8%	-14%	1%	13%	u	-2%	13%	-16%
COc1ccc(N(Cc2cc3ccccc3[nH]c2=O)S(=O)(=O)c2ccc(C)cc2)cc1	i	-5%	-4%	-12%	4%	-14%	14%	3%
c1ccc2c(NCCc3c[nH]c4ccccc34)c3ccccc3nc2c1	-23%	-20%	4%	-3%	3%	-19%	-1%	5%
Cc1cccc(C(=O)Nc2nc3ccc(S(C)(=O)=O)cc3s2)c1	-28%	-3%	-3%	-10%	9%	-31%	0%	-13%
Cc1cc(C)cc(OCCn2c(CCNC(=O)C3CCCCC3)nc3ccccc32)c1	i	x	-1%&8%	x	x	0%	x	0%
Cc1ccc(OCCOCCN2CCCCC2)c([N+](=O)[O-])c1	i	0%	-1%	3%	2%	11%	7%	-2%
COCCN(C(=O)c1ccc(NC2CC2)c([N+](=O)[O-])c1)c1c(N)n(CC(C)C)c(=O)[nH]c1=O	-3%	-22%	-1%	-3%	25%	-12%	1%	3%
CCOc1ccc(S(=O)(=O)Oc2ccc3ccccc3c2)cc1	-29%	-9%	1%	7%	-4%	-3%	14%	15%
CSc1nc2c(c(=O)[nH]1)C(c1ccc(F)cc1)CC(=O)N2 (configuration not stated)	i	4%	2%	7%	-2%	-15%	5%	4%
O=C(CSc1ccccc1)N1CCCC(N2CCN(c3ccc(F)cc3)CC2)C1 (configuration not stated)	i	-2%	0%	7%	-7%	3%	3%	-1%
COc1ccc(CCNC(=O)c2cc(S(=O)(=O)N3CCOCC3)ccc2F)cc1	-55%[inhibitor]	3%	-2%	12%	28%	x	13%	-40%[inhibitor]
O=C(NC1CCN(CC(=O)N(c2ccccc2)c2ccccc2)CC1)c1ccc([N+](=O)[O-])cc1	-30%[inhibitor]	4%	-5%	8%	-13%	-1%	5%	-4%
CCOC(=O)c1c[nH]c2ccc3ccccc3c2c1=O	-18%	-10%	0%	7%	-9%	2%	0%	-6%

Looked up above:
CSc1nc2c(c(=O)[nH]1)C(c1ccc(F)cc1)CC(=O)N2 (configuration not stated) in aSyn yeast inh is listed with 2%
O=C(NC1CCN(CC(=O)N(c2ccccc2)c2ccccc2)CC1)c1ccc([N+](=O)[O-])cc1 in FUS yeast rescue is listed with -1%

The listing picks up; the 4 compounds before the break are reprinted first.
SMILES	PTHR1 agonist	EPAC1 antagonist	aSyn yeast inh	EPAC1 ag	EPAC2 antagonist	FUS yeast rescue	EPAC2 agonist	TDP43 rescue
O=C(CSc1ccccc1)N1CCCC(N2CCN(c3ccc(F)cc3)CC2)C1 (configuration not stated)	i	-2%	0%	7%	-7%	3%	3%	-1%
COc1ccc(CCNC(=O)c2cc(S(=O)(=O)N3CCOCC3)ccc2F)cc1	-55%[inhibitor]	3%	-2%	12%	28%	x	13%	-40%[inhibitor]
O=C(NC1CCN(CC(=O)N(c2ccccc2)c2ccccc2)CC1)c1ccc([N+](=O)[O-])cc1	-30%[inhibitor]	4%	-5%	8%	-13%	-1%	5%	-4%
CCOC(=O)c1c[nH]c2ccc3ccccc3c2c1=O	-18%	-10%	0%	7%	-9%	2%	0%	-6%
Cc1ccc(NC(=O)c2c(C)nn(-c3ccccc3)c2Cl)cc1	-29%	1%	1%	-10%	6%	11%	6%	13µM*
O=[N+]([O-])c1ccccc1-c1cc(-c2cc(Cl)ccc2O)n[nH]1	-32%	-9%	0%	19%	-11%	x	14%	13µM*
O=C(CN(C(=O)CNS(=O)(=O)c1ccc(F)cc1)c1ccc(F)cc1)NCc1ccco1	i	2%	-1%	2%	0%	-4%	-1%	9%
COc1ccc(OC)c(CN2C(=O)c3ccccc3C2C(=O)NCc2cccnc2)c1 (configuration not stated)	i	-16%	-1%	-2%	1%	12%	5%	11%
CCc1nn2c(=O)c(S(=O)(=O)Nc3ccccc3)c(C)nc2s1	i	-1%	-9%	7%	4%	14%	4%	-5%
Cc1ccc(OCCC(=O)Nc2ccc(S(=O)(=O)Nc3cc(C)nc(C)n3)cc2)cc1	-30%	-9%	3%	3%	3%	0%	-2%	4%
CSc1ccccc1NC(=O)CN(C)C(=O)C1CCN(C(=O)Nc2ccccc2)CC1	0%	-25%	-5%	6%	-13%	-9%	-2%	-24%
O=C(NCc1ccccn1)c1cc(-c2ccccc2Cl)on1	i	18%	-3%	-1%	9%	1%	-6%	0%
Cc1ccnn1-c1ccc(C(=O)OCC(=O)Nc2ccc(F)cc2)cc1	i	4%	2%	-12%	13%	3%	0%	-9%
O=C(CC12CC3CC(CC(Br)(C3)C1)C2)NCc1ccccc1	-20%	-16%	8%	-2%	5%	12%	14%	-3%
O=c1[nH]cc(CCc2ccccc2)c(=O)[nH]1	i	16%	0%	3%	-7%	7%	17%	6%
CS(=O)(=O)Nc1ccc(C2=NN(C(=O)CCCC(=O)O)C(c3cccs3)C2)cc1 (configuration not stated)	-4%	4%	-2%	-1%	-5%	18%	2%	-16%
N#Cc1ccc(Sc2nc3ccccc3[nH]2)cc1C#N	-42%[inhibitor]	-9%	-2%	0%	0%	7%	10%	-8%
CC1CCN(C(=O)COC(=O)CCC(=O)c2ccc(Cl)cc2)CC1	-4%	6%	1%	6%	-10%	3%	-2%	0%
COc1ccc(Cl)cc1C(=O)NCCN1CCOCC1	-18%	3%	-12%	-2%	-1%	-28%	0%	u
Cc1cc(SCC(=O)NCCN2C(=O)CSC2=O)nc2ccccc12	-3%	11%	2%	-3%	6%	-12%	-1%	0%
COc1ccc(-c2nc3ncnn3cc2C)cc1F	-2%	0%	3%	8%	2%	-1%	1%	11%[9.22 µM]
O=C(CCN1CCCCCC1)Nc1ccc(F)c(F)c1	i	7%	-4%	3%	4%	14%	2%	-3%
COc1ccc([C@H]2CC(=O)C=C(c3cccc(C(C)C)c3)C2)cc1	-70%[inhibitor]	1%	-4%	-6%	-21%	8%	9%	12%
Cn1c(CSc2nc3ccccc3n2C)nc2ccccc21	-2%	-1%	5%	-6%	5%	0%	5%	22%
COc1ccc(OCC(O)CNC(=O)Nc2cc(C)cc(C)c2)cc1 (configuration not stated)	i	-4%	-2%	-1%	-4%	24%	3%	6%
CCN(C(=O)CN1C(=O)S/C(=C\c2ccc(F)cc2)C1=O)C1CCS(=O)(=O)C1 (configuration not stated)	-49%[inhibitor]	-3%	0%	-9%	-7%	-2%	-9%	10%
COc1ccc(-c2cc(NC=O)c3ncc(-c4cccc(C(F)(F)F)c4)n3c2)cc1OC	-34%[inhibitor]	-17%	13%	-20%	-3%	u	-5%	u
CC(C(=O)N1CCOCC1)N1c2cccc3cccc(c23)S1(=O)=O (configuration not stated)	i	8%	4%	-1%	10%	-3%	7%	-15%
COc1ccc(NC2CCCN(C(=O)c3ccccc3N3CCOCC3)C2)cc1OC (configuration not stated)	-6%	-3%	4%	-10%	14%	4%	-6%	3%
O=C(O)CCC(=O)c1ccc(C2CCCCCC2)cc1	-23%	-12%	-15%	3%	-10%	-5%	3%	18µM*
CNC(=S)Nc1cccc(C(=O)O)c1	i	1%	-1%	4%	7%	-11%	3%	0%
CCOC(=O)c1c(C)[nH]c(C)c1C(=O)CSc1nc2ccccc2n1CCOC	i	3%	1%	2%	12%	x	-5%	10%
Cc1cc(C)n(-c2ccc(NC(=O)C3CCCCN3C(=O)c3occc3C)cc2)n1 (configuration not stated)	-24%	9%	3%	-11%	1%	7%	1%	11%
COc1ccc(C(C)=O)cc1CSc1nnc(Nc2ccccc2)s1	-6%	-1%	11%	-9%	9%	1%	-16%	-17%
OCC(O)C(O)C(O)C(O)C1NCCS1 (configuration not stated)	i	5%	0%	9%	9%	-10%	11%	3%
CN1CCCCC1CCN1c2ccccc2Sc2ccc(S(C)=O)cc21 (configuration not stated)	i	1%	-2%	1%	-9%	-12%	5%	11%
C/C(=N\NC(=O)c1ccc(NS(=O)(=O)c2cccs2)cc1)c1ccc(O)cc1O	i	-6%	-1%	6%	-2%	35%	10%	11%
c1ccc(-c2csc3ncnc(NCC4COc5ccccc5O4)c23)cc1 (configuration not stated)	-20%	-20%	5%	10%	0%	x	2%	u
O=C(CC(=O)Nc1nc(C23CC4CC(CC(C4)C2)C3)cs1)NCCO	i	-6%	0%	5%	-11%	27%	-3%	-3%
O=C(N1CCN(c2ccccc2)CC1)C1(S(=O)(=O)c2ccc(Cl)cc2)CC1	i	-7%	1%	8%	-8%	31%	18%	u
O=C(Nc1ccc2[nH]c(=O)[nH]c2c1)c1ccc([N+](=O)[O-])o1	i	-9%	-6%	7%	-2%	18%	9%	15%
Cc1ccc2nc(-c3ccc(NC(=O)CSc4nc(N)cc(=O)[nH]4)cc3)sc2c1	0%	-8%	0%	5%	8%	24%	-8%	-5%
COCCn1c(C)nnc1SCC(=O)Nc1ccccc1[N+](=O)[O-]	-49%[inhibitor]	-7%	-3%	-5%	10%	-15%	4%	5%
O=C(NCc1ccco1)[C@@H]1CCCN1C(=O)c1cccs1	-2%	4%	-6%	1%	0%	23%	4%	-13%
O=C(O)CNC1=NCCCCC1	-9%[57.5 µM]	-1%	-6%	5%	-3%	-25%	13%	-12%
CC(CCc1ccccc1)NC(=O)COC(=O)c1ccccc1Br (configuration not stated)	-13%	9%	0%	-4%	-12%	9%	7%	u
O=C(COc1ccc(S(=O)(=O)NC2CCCCC2)cc1)NC1CC1	i	-11%	-7%	-2%	0%	10%	0%	-7%

The list is partial, so the mix of outcomes need not match the whole.
